# Rpn11 block: Rpn11 (human) deubiquitinase inhibition; O00487; human 26S proteasome, Ub4-pepOG fluorescence polarization; 20S core pre-blocked with epoxomicin; calls only at 20 µM; 0.59% of 360,000 active; AID 588493;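 active = inhibition at 20 µM, scaled to each plate's controls, above about 33%, limit read from the data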
# Target sequence (O00487 whole entry, looked up): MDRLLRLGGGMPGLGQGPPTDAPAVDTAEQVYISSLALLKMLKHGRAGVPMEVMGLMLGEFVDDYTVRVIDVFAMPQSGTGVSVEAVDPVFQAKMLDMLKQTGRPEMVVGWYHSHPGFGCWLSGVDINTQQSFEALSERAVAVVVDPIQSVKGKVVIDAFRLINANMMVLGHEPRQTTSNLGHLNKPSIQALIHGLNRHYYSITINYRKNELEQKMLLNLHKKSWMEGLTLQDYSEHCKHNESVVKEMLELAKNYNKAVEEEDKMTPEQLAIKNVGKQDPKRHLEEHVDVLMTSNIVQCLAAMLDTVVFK
# MT1-MMP act inh: MT1-MMP (human) activation inhibition; P50281; HT1080 RFP-PRO-GFP cells, GFP/RFP ratio fluorescence, overnight; percent of plate control window, DMSO zero; GFP/RFP ratio change, % at 20 µM; 0.061% of 360,000 active;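 active = GFP/RFP ratio change of at least 30% with cell ATP level not reduced by more than half and red fluorescence within 50% of control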; also: strong numbers were not always called active
#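 Test system: HT1080 cells expressing an RFP-PRO-GFP fluorescent reporter construct / Compound dosing: single-point 20 µM compound, 1% DMSO / Schedule: cells overnight before dosing, compound overnight, 37 °C, 5% CO2 / Evaluation: GFP/RFP fluorescence ratio / Control set: DMSO and RFP-L50D-GFP cell wells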
# SKN-1 inh: C. elegans SKN-1 inhibition; C. elegans VP596 Pgst-4::GFP/RFP ratio, acrylamide-induced, 24 h; inhibition, % at 21.8 µM; 0.49% of 360,000 active; AID 624304;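 active = interference check ratio from 0.5 to 1.5 plus GFP to RFP signal ratio inhibition reaching or exceeding a fixed threshold, cut at about 30% in these data, passing the limit was not always enough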; also: some compounds called inactive have numbers as strong as hits
# STEP inh: inhibitors of human striatal-enriched phosphatase STEP; AID 588621; recombinant STEP, OMFP fluorogenic substrate, fluorescence; 0.25% of 360,000 active; inhibition, % at 20 µM; P54829;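 active = inhibition at 20 µM, scaled per plate between control wells, above about 37%, limit read from the data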;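 also: 0% = DMSO with enzyme and substrate and 100% = substrate only without enzyme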
#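 System: STEP (striatal-enriched tyrosine phosphatase) enzyme, cell-free; medium: Bis-Tris pH 6.0 buffer with DTT, detergent; dosing: 20 µM, 1% DMSO; times: reaction 20 min, ambient temperature; detection: fluorescence, 480/540 nm; read-out basis: normalized % inhibition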
# SUMO1 PPI mod: alters human SUMO1 binding to SIM partners. 0.33% of 360,000 active. P63165. inhibition, % at 20 µM. SUMO1 binding to a labelled peptide, TR-FRET, 1 h; in the data active = inhibition above about 37%
# Target sequence (P63165 whole entry, looked up): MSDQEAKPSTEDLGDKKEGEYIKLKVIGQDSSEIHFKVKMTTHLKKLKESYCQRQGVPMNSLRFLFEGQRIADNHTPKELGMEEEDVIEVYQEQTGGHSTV
# DNMT1 inh: inhibitors of human DNMT1; P26358; DNMT1 molecular beacon, Hinp1I cleavage, fluorescence; inhibition (reported as % activation of signal), % at 10 µM; 0.83% of 360,000 active; AID 588458; in the data active = inhibition above about 50%
# LMPTP inh: blocks human LMPTP phosphatase. inhibition, % at 20 µM. recombinant LMPTP-A, OMFP fluorogenic substrate, fluorescence intensity. 0.22% of 360,000 active. P24666;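 active = compounds that cut the enzyme signal by at least half of the control window in the single-dose screen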;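 also: plate controls were DMSO wells with enzyme plus substrate for no effect and substrate without enzyme for full effect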
# Target sequence (P24666 whole entry, looked up): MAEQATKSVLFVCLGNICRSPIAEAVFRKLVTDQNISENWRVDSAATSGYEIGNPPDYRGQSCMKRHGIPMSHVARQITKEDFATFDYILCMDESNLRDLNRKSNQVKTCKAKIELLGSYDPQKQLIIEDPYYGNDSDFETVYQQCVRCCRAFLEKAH
#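 Material: LMPTP-A; amount: 0.625 nM enzyme; doses: single 20 µM dose; times: reaction 50 min, room temperature, dark; technique: fluorescence intensity of OMFP turnover product; benchmarks: no-enzyme and uninhibited controls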
# NRP1-CendR mod: alters CendR peptide binding to human NRP-1; O14786; FAM-RPARPAR peptide binding to NRP-1, fluorescence polarization; inhibition, % at 25 µM; 0.85% of 360,000 active; AID 602438;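 active = inhibition or corrected inhibition above about 18%, plus a signal ratio from 0.5 to 1.5, limit read from the data, passing the limit was not always enough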; also: strong numbers were not always called active
# NadD block: blocks S. aureus nicotinate mononucleotide adenylyltransferase | purified NadD enzyme, colorimetric absorbance read-out | AID 602399 | inhibition, % at 20 µM | 0.78% of 360,000 active; in the data active = inhibition above about 26%; also: some compounds past the cut are filed as inactive
# Scp1 inh: inhibitors of human Scp-1 phosphatase; inhibition, % at 20 µM; Q9GZU7; Recombinant Scp1, phosphopeptide, malachite green phosphate absorbance; 0.88% of 340,000 active;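 active = inhibition above about 50% at 20 µM, limit read from the data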;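 also: plate controls were DMSO wells with enzyme for no effect and wells lacking enzyme for full effect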
# Target sequence (Q9GZU7 76-261 limits assumed): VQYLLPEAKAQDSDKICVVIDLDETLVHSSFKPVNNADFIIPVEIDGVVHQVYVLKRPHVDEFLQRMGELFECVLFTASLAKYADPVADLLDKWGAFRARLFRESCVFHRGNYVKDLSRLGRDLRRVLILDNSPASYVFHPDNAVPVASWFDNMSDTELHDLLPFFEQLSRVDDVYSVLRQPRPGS
#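 Assay system: SCP-1 catalytic fragment, aa 76-261 | Buffer or medium: Tris acetate buffer pH 5.5 with MgCl2 and Tween-20 | Compound: One concentration, 20 µM, with 1.0% DMSO | Also added: Phospho 17-mer peptide substrate | Signal: Absorbance at 630 nm | Incubation: 45 min enzyme reaction at room temperature | Measure: % inhibition of SCP-1 phosphate liberation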
# Starred values were filed as active, the others as inactive; i = inactive; x = not tested or not shown. Rows are unselected (roughly 3.9% active in at least one column).
SMILES	STEP inh	NRP1-CendR mod	SUMO1 PPI mod	LMPTP inh	DNMT1 inh	NadD block	SKN-1 inh	Scp1 inh	Rpn11 block	MT1-MMP act inh
Cc1nn2c(c1-c1ccccc1)NC1=C(C(=O)CCC1)C2c1ccccc1 (stereo not given)	1.7	3.9	-0.6	-0.3	-2.9	-10.4	16.7	-4.1	i	9.2
NC(=O)c1ncn([C@@H]2O[C@H](CNCc3ccc(OCC(=O)Nc4ccccn4)cc3)[C@@H](O)[C@H]2O)n1	-1.3	-3.6	-5.7	0.4	4.2	8.7	-9.4	6.6	i	-0.3
COc1ccccc1NS(=O)(=O)c1cc(NC(=O)C2CCCO2)ccc1C (stereo not given)	-4.0	5.1	0.0	0.1	-3.2	2.2	-1.2	-7.7	i	0.1
CN(C)/N=C/c1cc(Cl)cc([N+](=O)[O-])c1O	1.2	8.3	-21.6	-0.4	-10.3	0.9	-4.0	-2.5	i	-3.5
O=C(CN(Cc1ccccc1)S(=O)(=O)c1ccc(Br)cc1)N/N=C/c1ccccc1C(=O)O	-0.6	-14.0	4.0	0.7	-2.5	0.7	-11.9	2.5	i	-7.1
O=C(NCc1ccc(Cl)cc1)c1ccc2ccccc2n1	-1.1	6.1	-4.2	2.2	1.8	-8.1	6.1	-9.6	i	-0.7
Cc1cc(C)n2nc(C(=O)OCC(=O)N3C(C)CCCC3C)nc2n1 (stereo not given)	-2.2	3.8	3.0	-0.7	2.2	-1.1	9.5	-3.4	i	4.9
COc1ccc(-n2c(=O)c3ccccc3n(CC(=O)NCc3ccco3)c2=O)cc1	-0.7	-0.9	1.6	8.2	2.6	-1.8	-12.3	12.3	i	-3.7
Cc1cc2nc(CO)[nH]c2cc1C	-3.7	-12.4	-1.7	0.2	2.2	-4.6	8.7	-4.5	i	0.5
O=C(O)c1cc(-c2ccc(Cl)cc2)n(-c2ccc(F)cc2)n1	1.2	18.0	1.3	-2.1	0.9	-2.5	6.6	-12.1	i	3.4
CCCCc1c(-c2ccccc2OC)ncn1CCc1ccc(Cl)cc1	x	-19.2	2.0	2.5	x	5.4	5.8	x	x	-6.9
CCOP(=O)(OCC)C(Nc1ccccn1)c1ccccc1 (stereo not given)	-1.8	7.8	-1.3	-1.2	2.8	-0.4	1.4	0.0	i	4.6
c1ccc(-c2nc(N3CCOCC3)c3ccccc3n2)nc1	1.2	-4.8	-1.3	0.7	1.9	-1.8	8.9	-2.2	i	7.0
COc1ccc(CN(C(=O)Cc2cccs2)C(C(=O)NC2CCCC2)c2ccncc2)cc1 (stereo not given)	2.2	12.0	-1.3	-0.2	-3.0	0.6	1.4	-1.3	i	-14.7
O=C(NN1CCOCC1)c1cc(-c2cccc(Cl)c2)nc2ccccc12	0.6	-4.3	-9.3	1.7	-3.9	0.6	-0.4	-4.1	i	1.1
COc1ccc(COC(=O)CN2C(=O)NC3(CC(C)CC(C)(C)C3)C2=O)cc1F (stereo not given)	-2.8	5.0	-1.7	1.1	-3.2	-4.1	0.4	1.8	i	1.7
CCOc1ccc(C(=S)NC2CCCCC2)cc1OC	-0.8	-9.3	-2.6	2.0	0.7	-4.4	3.7	-3.8	i	-0.5
Cc1ccc(CN=c2c([N+](=O)[O-])nn(-c3ccc4c(c3)OCCO4)n2O)cc1	7.0	1.4	-28.7	0.6	-5.3	-5.7	17.1	-14.2	i	4.7
CC1(C)CC(=O)N(CC(=O)NC2CCCC2)c2ccccc2S1(=O)=O	-0.7	-14.0	-0.5	0.2	-1.0	4.1	-1.7	-4.2	i	10.9
COc1ccc(Br)cc1S(=O)(=O)NCCCN1CCOCC1	0.7	-2.8	2.5	-2.3	0.3	-2.7	-9.8	-5.7	i	0.0
Cc1ccc(/C=N/c2sc3c(c2C(N)=O)CCCC3)o1	-1.1	0.3	-14.6	1.3	0.8	0.8	5.5	-3.4	i	-0.4
C/C(=N\NC(=O)c1ccc(CSc2nncn2C)cc1)c1ccc(Cl)cc1	-3.7	-3.4	0.7	-1.6	3.9	-0.1	11.0	-6.7	i	-5.3
C/C(=N/NC(=O)CN1CCN(Cc2ccccc2Cl)CC1)c1cccnc1	-3.5	6.6	-0.9	-1.1	1.5	-5.9	6.3	-18.7	i	5.6
CCCNC(=O)c1c(O)c2c([nH]c1=O)CCCC2	1.5	-0.1	3.3	-0.1	3.0	2.3	19.0	0.9	i	0.1
C=CCN1C(=O)CN=C1Nc1ccc(OC)cc1OC	1.3	-3.3	4.1	-1.5	-5.1	0.3	-8.5	5.1	i	1.8
CSc1ccccc1C(=O)OCC(=O)N1CCCCCC1	-2.5	4.0	-0.2	-0.8	-5.1	-0.6	5.6	27.5	i	2.8
COC(=O)c1cccc(NC(=O)NC23CC4CC(CC(C4)C2)C3)c1	4.0	-4.2	2.1	1.3	-2.5	-4.6	3.4	-6.2	i	1.6
CC(C)c1ccc(S(=O)(=O)c2cc3cc(Br)ccc3oc2=O)cc1	0.3	-6.3	-1.2	-0.3	12.2	6.4	0.5	-5.7	i	-24.6
COc1ccc(CCN(C)CC(=O)Nc2cc(C)nc3ccccc23)cc1OC	1.4	-1.3	-1.1	0.6	-3.5	1.1	6.8	-10.8	i	3.7
S=C(NCc1ccco1)N/N=C/c1ccccc1Cl	-0.7	-9.8	-5.4	-0.3	1.4	-4.5	-8.0	0.3	i	-2.3
Cn1cc(/C=N/NC(=O)COc2ccccc2[N+](=O)[O-])c2ccccc21	-1.6	5.5	-13.2	0.3	-0.7	0.6	-4.9	-4.7	i	0.8
COc1ccc(-c2cnc3c(NC(C)=O)cc(-c4ccc(S(C)(=O)=O)cc4)cn23)cc1OC	1.6	-3.6	-27.9	0.0	-2.9	-3.3	8.7	x	i	-2.5
O=C(CCNS(=O)(=O)c1ccc(F)c(F)c1)NCCN1CCOCC1	-0.3	7.5	-7.0	-2.7	1.8	-2.0	-7.6	-6.5	i	2.2
O=C(NC1CC1)C1=C[C@@H](c2ccc3c(c2)OCO3)C[C@@H](OCCCCO)O1	0.0	27.7*	1.4	-2.6	2.0	-1.4	0.6	-4.4	i	4.7
CC(=O)Nc1ccc(NC(=O)C(C)OC(=O)[C@@H]2CCCN2C(=O)c2cccs2)cc1 (stereo not given in full)	-1.3	2.0	6.5	-1.0	-0.5	-3.5	15.4	-12.4	i	0.5
COc1ccc(C2=NOC(C(=O)Nc3cccnc3)C2)cc1 (stereo not given)	0.2	-4.1	-1.4	0.2	2.8	-2.4	-4.7	5.3	i	1.2
CCOC(=O)/C(=N\Nc1ccccc1Cl)N1CC(C)OC(C)C1 (stereo not given)	1.7	-11.9	-0.9	1.4	-0.9	-0.2	8.8	-5.4	i	-13.7
O=S1(=O)CC(N2CCCC2)CN1Cc1cn(Cc2ccccc2)nn1 (stereo not given)	x	2.9	2.2	-0.2	x	0.4	15.0	x	x	3.8
CCOC(=O)C1CCN(C(=O)c2ccccc2NS(=O)(=O)c2cc(C)ccc2C)CC1	0.2	-1.4	0.2	-0.4	4.7	-5.4	4.6	-5.3	i	0.5
CC(OC(=O)C1=NN(c2ccccc2)C(=O)CC1)C(=O)NC1CCCCC1C (stereo not given)	1.7	-10.8	-1.0	-3.0	5.1	-0.7	4.1	-0.1	i	-1.8

# 6 entries out of the list above, ordered by the number in Scp1 inh, smallest number first:
SMILES,Scp1 inh
COc1ccc(CCN(C)CC(=O)Nc2cc(C)nc3ccccc23)cc1OC,-10.8
COc1ccc(Br)cc1S(=O)(=O)NCCCN1CCOCC1,-5.7
CCOC(=O)C1CCN(C(=O)c2ccccc2NS(=O)(=O)c2cc(C)ccc2C)CC1,-5.3
O=C(NC1CC1)C1=C[C@@H](c2ccc3c(c2)OCO3)C[C@@H](OCCCCO)O1,-4.4
CCOP(=O)(OCC)C(Nc1ccccn1)c1ccccc1 (stereo not given),0.0
CSc1ccccc1C(=O)OCC(=O)N1CCCCCC1,27.5

# Carrying on.
SMILES	STEP inh	NRP1-CendR mod	SUMO1 PPI mod	LMPTP inh	DNMT1 inh	NadD block	SKN-1 inh	Scp1 inh	Rpn11 block	MT1-MMP act inh
COc1ccc(N2C(=O)CC(N3CCN(C4CCc5ccccc5C4)CC3)C2=O)cc1 (stereo not given)	1.0	2.5	-1.7	-1.6	-1.8	7.9	-9.0	-1.3	i	2.1
CCCCNc1c(-c2ccc(-c3ccc(C(C)=O)cc3)c(OC)c2)nc2cnccn12	0.0	-46.4	-19.3	5.8	-26.3	0.6	-0.3	7.5	i	-31.9
COc1cc(NC(=O)CCc2nnc3ccc(N4CCOCC4)nn23)cc(OC)c1OC	0.9	1.1	0.2	-1.1	-1.5	-1.2	9.2	-1.7	i	0.1
COc1cccc(C(c2sc3nc(C)nn3c2O)N2CCN(c3ccccc3F)CC2)c1 (stereo not given)	1.3	7.4	-0.7	1.5	-1.4	2.9	55.3	-6.5	i	6.4
CCc1noc(C)c1C(=O)N1CCN(S(=O)(=O)c2cc(C)ccc2C)CC1	-0.6	0.3	-0.4	-2.2	1.9	4.1	-2.1	-1.8	i	-0.2
CCN(Cc1ccc(OC)c(F)c1)C(=O)C1CCCO1 (stereo not given)	1.5	9.3	2.3	-0.9	-1.0	4.6	5.0	17.1	i	1.6
COc1ccc(NS(=O)(=O)c2cccc3nsnc23)cc1OC	0.0	0.1	-34.1	-0.5	0.9	4.9	4.9	-0.1	i	6.9
CCOC(=O)C1(CCCc2ccccc2)CCN(C(=O)CCc2cnccn2)CC1	0.6	0.3	-5.5	-0.4	-2.5	1.0	4.3	-5.6	i	0.8
OC(c1nnc(-c2ccccc2)o1)c1cccs1 (stereo not given)	-1.0	-7.9	-0.6	0.3	1.2	-4.1	-9.6	-1.4	i	3.1

# An excerpt from above in order of molecular weight, largest number first.
SMILES	STEP inh	NRP1-CendR mod	SUMO1 PPI mod	LMPTP inh	DNMT1 inh	NadD block	SKN-1 inh	Scp1 inh	Rpn11 block	MT1-MMP act inh
COc1ccccc1NS(=O)(=O)c1cc(NC(=O)C2CCCO2)ccc1C (stereo not given)	-4.0	5.1	0.0	0.1	-3.2	2.2	-1.2	-7.7	i	0.1
Cc1ccc(CN=c2c([N+](=O)[O-])nn(-c3ccc4c(c3)OCCO4)n2O)cc1	7.0	1.4	-28.7	0.6	-5.3	-5.7	17.1	-14.2	i	4.7
CCOP(=O)(OCC)C(Nc1ccccn1)c1ccccc1 (stereo not given)	-1.8	7.8	-1.3	-1.2	2.8	-0.4	1.4	0.0	i	4.6

# Source: PubChem (Sanford-Burnham Center for Chemical Genomics)
